Screening results from PubChem BioAssay.
A549 tox: A549 cytotoxicity, counter-screen for Nrf2 inhibitors. A549 ARE-Fluc cells, CellTiter-Fluor viability, 18-24 h. Potency, µM (top dose mostly 46 µM), without a hit: at the top dose activity change, negative = cytotoxicity, hits mostly inhibitors. 0.16% of 390,000 active. AID 504648; also: potency is read from the fitted curve at half-maximal effect; % is scaled to controls: 0 for no effect and ±100 for the full control effect
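Cytotoxicity counterscreen: CellTiter-Fluor fluorescence was measured in A549 ARE_Fluc cells after 18-24 h of compound exposure in a concentration series. The subsequent BugLite luminescent read reports ARE-luciferase activity.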
Mm-Cpn inhibitor: blocks the Methanococcus maripaludis chaperonin Mm-Cpn; purified Mm-Cpn ATPase, ADP Transcreener TR-FRET; Potency, µM (titrated, usually from 76.9 µM), without a hit: at the highest dose activity, negative = inhibition, most hits filed as inhibitors; 0.031% of 330,000 active; AID 504842; also: potency is read from the fitted curve at half-maximal effect; % is scaled to controls: 0 for no effect and ±100 for the full control effect; nearly all actives have a fitted effect of over 80% in size
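Purified archaeal chaperonin (25 nM final) was preincubated with compound for 10 min at 37°C, then ATP (10 uM final) was added for 30 min at 37°C in Tris pH 7.4/KCl/MgCl2/DTT buffer. ADP was quantified by HTRF Transcreener TR-FRET.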
HepG2 tox: HepG2 cytotoxicity, counter-screen for TGF-b inhibitors | HepG2 CAGA-GFP viability, ATP luminescence, 18 h | Potency, µM (highest dose often 46.1 µM), without a hit: at the top dose activity change, negative = cytotoxicity, usual class: cytotoxic | 0.76% of 410,000 active | AID 588856; also: potency is read from the fitted curve at half-maximal effect; some results filed as inactive show a strong effect at the top dose
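HepG2 CAGA-GFP cells (1000/well, DMEM with 1% FBS) received compound, then TGF-beta at 500 pg/mL final, and were incubated 18 hours at 37 degrees C. Viability was read by CellTiter-Glo luminescence. Media-only wells were set as complete cell-killing and DMSO as no toxicity.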
Nrf2 ARE act: activators of Nrf2 (ARE) signaling; AREc32 ARE-luciferase reporter (MCF7-derived line), luminescence, 24 h; Potency, µM (series often up to 46.1 µM), for the others: at the highest dose activation, usual class: activators; 0.31% of 410,000 active; AID 624171; also: potency is read from the fitted curve at half-maximal effect; % of control where 0% means no effect; nearly all actives have a fitted effect of over 65% in size
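Cells of the AREc32 ARE-luciferase line are plated in OPTI-MEM containing 5% FBS and left overnight at 37 deg C. Compounds are pinned in, incubation continues 24 hr, and firefly luciferase signal is then measured.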
TGFb SMAD3 inh: blocks TGF-b signaling | HepG2 CAGA-GFP TGF-b/SMAD3 reporter, GFP fluorescence, 18 h; TGF-beta stimulated, 500 pg/mL final | Potency, µM (series often up to 46.1 µM), for the others: at the top dose activity, negative = inhibition, hits mostly inhibitors | 1.2% of 410,000 active; also: potency is read from the fitted curve at half-maximal effect; % is scaled to controls: 0 for no effect and ±100 for the full control effect; nearly all actives have a fitted effect of over 65% in size
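Cell-based qHTS in HEPG2 carrying a CAGA-GFP Smad reporter; compounds added before 500 pg/mL final TGF-beta, 18 h incubation at 37 degrees C, GFP fluorescence quantified per cell by imaging cytometry.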
pAkt inh: blocks phosphorylation of Akt; Neuro2A IGF-stimulated pAkt S473 HTRF, 20 min; hits give low values; activity change, % for hits at 50 µM; 0.32% of 360,000 active; AID 651550; in the data active = activity change below about -80%; inconclusive = mostly about -51% to -80%; also: % is scaled to controls: 0 for no effect and ±100 for the full control effect
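Neuro2A cells (4,500/well, DMEM with 0.5% FBS) were treated with compound at a single 50 µM final concentration, stimulated with 6 nM IGF for 20 min at 37 °C, and lysed. Phospho-Akt Ser473 was read by HTRF as 665/615 ratio ×10^4.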
Nrf2 inh: Nrf2 pathway inhibition; A549 ARE-Fluc reporter, luciferase luminescence, 18-24 h; 2.1% of 360,000 active; Potency, µM (highest dose often 46 µM), without a hit: at the highest dose activity change, negative = inhibition, actives largely listed as inhibitors; also: potency is read from the fitted curve at half-maximal effect; % is scaled to controls: 0 for no effect and ±100 for the full control effect; nearly all actives have a fitted effect of over 60% in size
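Cells were seeded and rested 2 h, then exposed to compounds for 18-24 h. CellTiter-Fluor was read first as a viability measure. BugLite was added 15 min before the final luminescent read of ARE-luciferase activity in A549 cells.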
Abeta yeast res: restores growth of yeast expressing A-beta42 peptide; yeast expressing A-beta42, growth rescue, OD600, 48 h; response scale: 0% DMSO, 100% iron-clioquinol control; Potency, µM (titrated, usually from 46.1 µM), without a hit: at the highest dose growth rescue, usual class: activators; 0.063% of 410,000 active; also: potency is read from the fitted curve at half-maximal effect; nearly all actives have a fitted effect of over 55% in size
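Growth rescue measured by 600 nm absorbance after 48 h yeast culture at 30 C with compound. Values normalized between DMSO and an equimolar ferric chloride plus clioquinol control.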
CCT modulator: changes cytosolic chaperonin activity; purified chaperonin ATPase assay, HTRF ADP detection, 30 min; 0.3% of 360,000 active; AID 651819; activity change, % (test concentration not listed), hits read low; in the data active = activity change below about -30%; also: % is scaled to controls: 0 for no effect and ±100 for the full control effect
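We incubate TRiC, 40 or 20 nM final, with library compounds at 76 uM and 10 uM ATP for 30 min at 37 °C. ADP formed is detected with Transcreener HTRF reagents after 30 min at room temperature.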
* hit, by the source's call; i = inactive; ? = inconclusive; nt = no result given; & = joins results of further samples; [ ] = remark or other dose. Unless noted, calls follow the shape of the dose curve; as a rule, active = well fitted curve in the direction sought with a large enough effect; inconclusive = small, poorly fitted or top-dose-only effect, or another doubt; inactive = no such curve, though single readings can be large; an effect the other way counts as inactive or inconclusive.

SMILES	A549 tox	Mm-Cpn inhibitor	HepG2 tox	Nrf2 ARE act	TGFb SMAD3 inh	pAkt inh	Nrf2 inh	Abeta yeast res	CCT modulator
CSc1nsc(SCC(=O)Nc2nc3ccc(C)cc3s2)n1	?	-1%	-21%	5.8%	0%	i	?	-2%	-0.1
CSc1nnc(-c2cccs2)n1C	5%	3%	6%	-0.3%	1%	i	0%	-7%	-2.1
CCOc1ccc(N/C(=N/c2nc(C)cc(C)n2)NC(=O)CC)cc1	13%	1%	-17%	-0.4%	?	i	2%	10%	0.2
O=S(=O)(c1ccccc1)N1CCN(C(=S)Nc2ccccc2Cl)CC1	10%	-5%	-29%	-0.1%	-3%	i	2%	-12%	0.0
CCCCN(C)CCNC(=O)c1nn(-c2ccc(OC)cc2)c(=O)c2c1c1ccccc1n2C	19%&-2%	-6%	-27%&1%	-0.2%&5.7%	1%&29%	i	22%&8%	1%&-12%	-5.3
Cc1cc(C)n(C(C)CC(=O)NCc2ccc(N(C)C)cc2)n1 (stereo not given)	1%	nt	-14%	-1.1%	-24%	nt	4%	-20%	nt
CCOC(=O)c1cc2c(c(-c3cccc(-c4cc5ccccc5o4)c3)n1)[C@@H](CCO)N(S(=O)C(C)(C)C)C2 (stereo not given in full)	nt	nt	0%	7.8%	-17%	i	nt	-2%	0.0
Cc1cccnc1Nc1ncnc(N)c1[N+](=O)[O-]	-2%	3%	17%	-0.1%	-20%	i	3%	-20%	1.3
N#CCCN(C(=O)COC(=O)CCc1c[nH]c2ccccc12)c1ccccc1	-1%	0%	-6%	0.1%	-2%	i	-5%	16%	0.6
O=C1NC(=O)/C(=C/c2cccc3ccccc23)S1	1%	0%	-19%	4.4%	-10%	i	6%	-63%[inhibitor]	1.3
COc1ccc(CCN2C(=O)CSC2=S)cc1OC	-18%	-1%	-58%	?	?	i	29%	6%	1.2
O=C(Nc1c(Cl)cc([N+](=O)[O-])cc1Cl)c1cc(Cl)ccc1O	?	nt	-63%	nt	1.3µM*	nt	?	nt	nt
Cc1cnc(NC(=O)Nc2ccc(Cl)cc2)s1	4%	-1%	-6%	7.9%	?	i	?	?	-0.6
COc1cc(/C=N/NC(=O)C(=O)/C=C2\NC(C)(C)Cc3ccccc32)ccc1O	?	0%	-14%	-0.3%	-3%	i	-23%	-17%	-2.4
CC1=C(C)C(C)=C(C#N)C(=C(C#N)C#N)N1	3%	-10%	10%	0.1%	-16%	i	-13%	0%	-0.9
O=C(NN=C1CCCCC1)c1ccccc1-n1cccc1	-7%	2%	-1%	3.2%	18%	i	6%	11%	2.2
Cc1cccc(N2CCN(C(=O)c3ccc4c(c3)OCCO4)CC2)c1C	0%	-2%	-29%	0.2%	-19%	i	-4%	8%	-2.5
CCCCCCOc1ccc(NC(=O)CC2C(=O)N(CC)C(=S)N2Cc2ccco2)cc1 (stereo not given)	-17%	1%	-105%	-0.7%	?	i	?	-4%	2.0
CCCCNC(=O)CSc1nc2ccccc2c(=O)n1C1CCCC1	-2%	0%	-5%	-0.2%	18%	i	-24%	8%	-0.2
COc1ccc(C)cc1N(CC(=O)NCCSCc1ccco1)S(=O)(=O)c1ccc(C)cc1	-1%	1%	-2%	3.1%	-11%	i	?	2%	-1.2

Continued, overlapping the part above by four compounds.
SMILES	A549 tox	Mm-Cpn inhibitor	HepG2 tox	Nrf2 ARE act	TGFb SMAD3 inh	pAkt inh	Nrf2 inh	Abeta yeast res	CCT modulator
Cc1cccc(N2CCN(C(=O)c3ccc4c(c3)OCCO4)CC2)c1C	0%	-2%	-29%	0.2%	-19%	i	-4%	8%	-2.5
CCCCCCOc1ccc(NC(=O)CC2C(=O)N(CC)C(=S)N2Cc2ccco2)cc1 (stereo not given)	-17%	1%	-105%	-0.7%	?	i	?	-4%	2.0
CCCCNC(=O)CSc1nc2ccccc2c(=O)n1C1CCCC1	-2%	0%	-5%	-0.2%	18%	i	-24%	8%	-0.2
COc1ccc(C)cc1N(CC(=O)NCCSCc1ccco1)S(=O)(=O)c1ccc(C)cc1	-1%	1%	-2%	3.1%	-11%	i	?	2%	-1.2
Cc1onc(C(=O)NCCc2ccccc2)c1[N+](=O)[O-]	0%	0%	-4%	7.5%	-1%	i	16%	-5%	-4.3
CN(C)c1ccc(-c2nnc(-c3ccc(S(=O)(=O)C(F)F)cc3)o2)cc1	-3%	-3%	-5%	-0.3%	20%	i	?	-1%	0.6
CCn1cnc2c1c(=O)[nH]c(=O)n2Cc1ccccc1	-1%	0%	-1%	2.4%	?	i	-23%	-11%	-0.4
CCC(CO)Nc1ncnc2c1cnn2-c1ccc(Cl)cc1 (stereo not given)	0%	0%	-13%	0.1%	2%	i	?	8%	0.1
O=C(CN(Cc1ccccc1Cl)C(=O)c1csnn1)NCc1ccc2c(c1)OCO2	-7%	1%	0%	-0.7%	-4%	i	5%	-12%	0.6
COc1ccc(NC(=O)c2ccco2)cc1NC(=O)COc1ccccc1Cl	1%	nt	0%	3.7%	-14%	nt	-3%	-9%	nt
Cc1c(C(=O)N/N=C/c2ccc(N3CCOCC3)cc2)nc2ccccn12	-2%	0%	0%	0.2%	4%	i	3%	6%	1.8
Fc1ccc2[nH]c3c(NCc4ccco4)ncnc3c2c1	-11%	nt	-46%	nt	?	nt	12µM*	nt	nt
Cc1ccc(NNC(=O)CCc2ccccc2)c(C)c1	0%	0%	-10%	-0.1%	1%	i	3%	18%	0.3
Cc1ccc(NC(=O)C(=O)NCC(c2ccc3c(c2)OCO3)N2CCN(C)CC2)cc1C (stereo not given)	6%	nt	-6%	-0.1%	16%	nt	nt	8%	nt
COc1ccc(CCNC(=O)COC(=O)c2ccc(C)s2)cc1	1%	0%	2%	0.6%	0%	i	3%	-4%	-1.2
CCc1ccc(NC(=O)Nc2cccs2)cc1	2%	-2%	-31%	4.9%	-34%	nt	?	4%	0.6
O=C(CCC1CCCN(C(=O)CC2=CCCCC2)C1)N1CCN(c2ccccn2)CC1 (stereo not given)	-9%	0%	-9%	0.7%	-7%	i	?	-10%	-0.3
Cc1cccc(NC(=O)CCC(=O)N2CCOCC2)n1	1%	-2%	1%	3.1%	11%	i	13%	-3%	-1.4
CC(C)(C)N(Cc1ccccc1)C(=O)COC(=O)c1ccccc1SCC(=O)N1CCCC1	-8%	-2%	10%	0.1%	1%	i	?	0%	-2.6
CC(C)(C)[C@H]1C=C(C(=O)NCc2ccccc2)O[C@@H](OCc2ccc(CO)cc2)C1	2%	nt	-22%	0.7%	-16%	i	-3%	4%	1.4
O=C(CSc1ncc2c(n1)-c1cc(Cl)ccc1N(Cc1ccccc1)S2(=O)=O)NCCc1ccccc1	24%	nt	5%	4.0%	-4%	nt	?	-2%	nt
COc1cc(OC)cc(-c2noc([C@H]3C[C@H](O)[C@@H](CO)O3)n2)c1	nt	nt	0%	4.7%	5%	i	nt	-14%	1.9
O=C(CSCc1c(Cl)cccc1Cl)Nc1ccccc1-c1ccccc1	1%	1%	-4%	0.1%	-1%	i	-20%	12%	-3.6
COc1ccc(Cl)cc1NC(=O)Cn1nc(C(F)(F)F)c2c1CCCC2	-1%	nt	-30%	5.1%	13µM*	nt	?	-25%	nt
C#CC[N+]1(CC#Cc2ccc(C#CC[N+]3(CC#C)CCOCC3)cc2)CCOCC1	-7%	-1%	-19%	-0.3%	-1%	i	-1%	-1%	0.2
Cc1cccc(C(=O)Nc2nc3ccc(S(C)(=O)=O)cc3s2)c1	-4%	-27%	-25%	6.6%	-16%	i	?	0%	-0.3
CC(C)(C)OC(=O)N1CCC(CNC(=O)c2cccs2)CC1	-7%	-1%	4%	-0.6%	-20%	i	-10%	8%	-2.8
COc1ccc(-c2cnc3cccnn23)cn1	nt	nt	-2%	14%	13%	i	nt	-10%	-2.4
CCOC(=O)N1CCN(C(=O)c2nc3ccccc3s2)CC1	-1%	-8%	-31%	0.1%	3%	i	?	1%	1.0
COc1cccc(C(=O)NNC(=O)c2ccc3ccccc3c2O)c1	0%	nt	-37%	-0.6%	?	i	-24%	-10%	-1.7
O=C(Cn1ccccc1=O)NCc1ccc(F)cc1	-2%	0%	-6%	-0.2%	-18%	i	7%	3%	0.4
CCn1c(C)cc(=O)cc1-c1ccc(Cl)cc1	-6%	-1%	5%	-0.6%	78%[activator]	i	-8%	9%	1.2
CC(=O)c1ccc(NC(=O)CSc2nnc(-c3ccncc3)o2)cc1	-1%	-1%	4%	2.8%	13%	i	0%	-4%	-1.8
Cc1cc(C)c(O)c(CN(C)Cc2cc(Cl)cc(Cl)c2O)c1	1%	nt	-58%	9.8%	?	i	-18%	-6%	-0.3
Cc1ccc(-c2nnc(N(C)C(=O)C3CCCO3)s2)cn1 (stereo not given)	-1%	-1%	-3%	0.3%	-1%	i	8%	-17%	-3.4
NC(=O)C1CC(=O)N(c2ccc(OCC(=O)Nc3ccc(F)cc3)cc2)C1 (stereo not given)	2%	1%	19%	2.8%	30%	i	-6%	-9%	-0.1
CCCC1NC(=O)c2cccnc2-n2c1nc1cc(C)cc(C)c1c2=O (stereo not given)	nt	nt	-21%	3.7%	-15%	i	nt	-11%	-2.5
Cc1cccc(/C=N\NC(=O)c2csnn2)c1	-10%	-3%	-10%	2.7%	30%	i	nt	2%[9.22 µM]	-6.1
COC(=O)[C@]12CCCCC=C1N(Cc1cccc3ccccc13)C(=O)[C@H](CC(=O)NCCCCc1ccccc1)C2	nt	nt	nt	-0.4%	nt	i	nt	-8%	0.5
